Screens deposited in PubChem BioAssay by National Center for Advancing Translational Sciences (NCATS).
NIH3T3 tox – kills NIH 3T3 cells | Potency, µM (series often up to 96.7 µM), without a hit: at the highest dose activity change, negative = cytotoxicity, usual class: inhibitors | AID 1345082 | NIH 3T3 viability, CellTiter-Glo ATP luminescence, 48-72 h | actives 4.3% (n = 94,000); note: potency is the fitted concentration of half-maximal effect; nearly all actives have a fitted effect of over 55% in size
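Cytotoxicity was measured by CellTiter-Glo ATP luminescence after 48 or 72 h compound exposure at 37 °C. Mouse NIH 3T3 fibroblasts were seeded at 400 cells/well and dosed by 23 nL pin transfer.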
FLuc inh – blocks purified firefly luciferase enzyme activity; actives 2.5% (n = 76,000); purified P. pyralis luciferase, luminescence, biochemical; P08659; Potency, µM (top dose mostly 115 µM), without a hit: top-dose activity change, negative = inhibition, hits mostly inhibitors; AID 1347043; note: potency is the fitted concentration of half-maximal effect; nearly all actives have a fitted effect of over 65% in size
Target sequence (P08659 whole entry, looked up): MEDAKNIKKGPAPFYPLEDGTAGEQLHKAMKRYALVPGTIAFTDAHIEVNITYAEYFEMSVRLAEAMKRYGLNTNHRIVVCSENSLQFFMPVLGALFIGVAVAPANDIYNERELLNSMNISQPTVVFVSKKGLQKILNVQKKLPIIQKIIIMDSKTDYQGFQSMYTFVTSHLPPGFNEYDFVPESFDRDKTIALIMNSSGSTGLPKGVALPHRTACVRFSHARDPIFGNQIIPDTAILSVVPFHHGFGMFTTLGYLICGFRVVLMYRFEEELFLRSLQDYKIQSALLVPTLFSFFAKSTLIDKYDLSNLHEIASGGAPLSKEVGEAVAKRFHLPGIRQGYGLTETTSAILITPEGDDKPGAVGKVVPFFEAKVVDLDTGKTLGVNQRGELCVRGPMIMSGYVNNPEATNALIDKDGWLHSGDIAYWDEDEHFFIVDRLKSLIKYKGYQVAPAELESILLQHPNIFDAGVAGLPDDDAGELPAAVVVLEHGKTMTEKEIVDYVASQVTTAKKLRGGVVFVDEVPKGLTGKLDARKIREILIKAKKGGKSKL
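FLuc 10nM, D-luciferin 10uM, ATP 10uM, Mg acetate 10mM, Tris acetate pH 7.5, Tween/BSA; cpd qHTS; enzyme added last; CCD luminescence.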
SNCA expr inhib – inhibitors of alpha-synuclein (SNCA) gene expression; HEK-293 SNCA-luciferase knock-in, luminescence, 24 h; Potency, µM (top dose mostly 57.2 µM), for inactives: at the top dose activity change, negative = inhibition, usual class: inhibitors; actives 0.17% (n = 140,000); AID 1671194;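 note: potency is the fitted concentration of half-maximal effect; plate controls were DMSO cells for no effect and cell-free wells for full effect; nearly all actives have a fitted effect of over 45% in size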
HEK293 viab – cell viability loss counter-screen | HEK-293-SNCA-luc viability, GF-AFC fluorescence, 24 h | Potency, µM (titrated, usually from 57.1 µM), for the others: at the highest dose activity change, negative = cytotoxicity, usual class: cytotoxic | actives 0.12% (n = 150,000);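 note: potency is the fitted concentration of half-maximal effect; 0% = DMSO-treated cells and -100% = medium-only wells without cells; nearly all actives have a fitted effect of over 30% in size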
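Cytotoxicity counterscreen: after 24 h compound treatment of genome-edited SNCA-luciferase HEK-293 cells, live-cell protease substrate GF-AFC read by fluorescence after 30 min; activity scaled between DMSO (0%) and medium-only (-100%), curves Hill-fitted.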
HEK293 tox – HEK 293 cell cytotoxicity; HEK 293 viability, ATP luminescence (CellTiter-Glo), 48-72 h; actives 6.6% (n = 94,000); AID 1345083; Potency, µM (top dose mostly 115 µM), for the others: top-dose activity change, negative = cytotoxicity, hits mostly inhibitors; note: potency is the fitted concentration of half-maximal effect; nearly all actives have a fitted effect of over 60% in size
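250 HEK 293 cells/well; compound by pintool; incubated 48 or 72 hr at 37 degree Celsius; CellTiter-Glo added, 10 min RT, luminescence imaged.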
IP6K1 inhibitor – inhibitors of human IP6K1; Q92551; IP6K1 kinase, ADP-Glo luminescence, 2 h; stronger effect = lower value; activity change, % (series mostly up to about 58 µM); actives 0.81% (n = 140,000); in the data active = activity change below about -25%
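ADP-Glo luminescence measures ADP made by human IP6K1 during a 2 h RT reaction with ATP/IP6 (mix at 1.3 mM/130 uM); top library doses 57.5 and 19.1 uM final.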
GPT2 inhibitor – inhibitors of human GPT2 alanine aminotransferase | AID 1671188 | actives 0.25% (n = 100,000) | Potency, µM (doses to about 57.7 µM), inactives show top-dose activity change, negative = inhibition, usual class: inhibitors | Recombinant GPT2, coupled pyruvate oxidase/HRP Amplex Red fluorescence; note: potency is the fitted concentration of half-maximal effect; nearly all actives have a fitted effect of over 60% in size; many of its hits are not listed in these tables
Target sequence (Q8TD30 whole entry, looked up): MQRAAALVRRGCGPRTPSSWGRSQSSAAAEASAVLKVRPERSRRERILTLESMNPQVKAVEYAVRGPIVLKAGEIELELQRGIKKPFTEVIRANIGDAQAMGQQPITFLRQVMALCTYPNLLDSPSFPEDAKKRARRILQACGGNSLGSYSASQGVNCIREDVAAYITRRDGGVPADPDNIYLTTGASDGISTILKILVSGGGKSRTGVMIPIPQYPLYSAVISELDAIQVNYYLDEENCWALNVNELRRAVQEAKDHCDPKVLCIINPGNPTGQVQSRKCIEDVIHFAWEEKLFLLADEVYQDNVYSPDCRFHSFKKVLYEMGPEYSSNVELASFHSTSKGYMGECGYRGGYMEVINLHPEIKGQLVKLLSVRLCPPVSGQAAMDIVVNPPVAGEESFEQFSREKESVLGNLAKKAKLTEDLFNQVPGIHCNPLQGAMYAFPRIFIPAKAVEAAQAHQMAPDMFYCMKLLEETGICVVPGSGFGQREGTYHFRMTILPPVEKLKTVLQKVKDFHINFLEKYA
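Fluorescence of coupled pyruvate oxidase/HRP/Amplex Red system (50uM Amplex, 30 min, dark) reports pyruvate formed by GPT2. Enzyme reaction: 10ng/uL GPT2, 2mM L-alanine, 250uM a-KG, 30 min room temperature, pH 7.5; 50uM AOA control.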
* = called active by the depositor; i = inactive; ? = inconclusive; nt = not tested or not shown; & = joins results of further samples; [ ] = remark or other dose. Unless noted, calls come from the whole dose curve; as a rule, active = well fitted curve in the direction sought with a large enough effect; inconclusive = small, poorly fitted or top-dose-only effect, or another doubt; inactive = no such curve, though single readings can be large; an effect the other way counts as inactive or inconclusive. Unless noted, % is set by controls: 0 for no effect and ±100 for the full control effect.

SMILES	NIH3T3 tox	FLuc inh	SNCA expr inhib	HEK293 viab	HEK293 tox	IP6K1 inhibitor	GPT2 inhibitor
CCSc1ncc(Cl)c(C(=O)Nc2ccc(S(=O)(=O)Nc3nccc(C)n3)cc2)n1	nt	nt	0%	-10%	nt	-14	nt
COc1ccc(OC)c(NC(=O)Cc2cccn2-c2ccc(Cl)cc2)c1	?	5%	4%	0%	?	2	i
CC1=C2C(=O)O[C@@H](c3ccoc3)[C@]2(C)CCC1	nt	nt	nt	-4%&-11%	nt	1&7	i
Cc1cc(C(=O)N[C@@H]2CN(S(C)(=O)=O)C[C@H]2CN(C)C)n[nH]1	-1%	7%	4%	-7%	0%	21	3%
Cc1cccn2c(=O)c3cc(C(=O)NCc4ccccc4)c(=N)n(CCOCCO)c3nc12	nt	nt	2%	?	nt	7	nt
Cc1ccc(Cn2c(C)c3cnn(CC(=O)NCCc4ccc(Cl)cc4)c(=O)c3c2C)cc1	nt	nt	6%	2%	nt	15	nt
Cc1ccc(C)c(CN2C(=O)c3ccccc3S(=O)c3ccc(C(=O)NCc4ccccc4Cl)cc32)c1 (configuration not stated)	nt	nt	-18%	8%	nt	44	nt
Cc1cnc(-c2ccccc2)n1CC1CCN(C(=O)c2ccsc2)C1 (configuration not stated)	-21%	nt	-3%	3%	-24%	13	i
Cc1ccccc1C(=O)N1CCC2(CC1)CC(c1cccc(C(F)(F)F)c1)=NO2	?	nt	nt	nt	32µM*	5	nt
Cc1nc(-c2ccc(C)c(S(=O)(=O)N3CCC(C(=O)NCc4ccc(F)cc4)CC3)c2)no1	nt	nt	-21%	8%	nt	-10	nt
Cc1ccc2oc(=O)c3cc(C(=O)N(Cc4ccccc4)C(C)C)sc3c2c1	nt	nt	-1%	-5%	nt	10	nt
CN1CCCCCCN(C(=O)c2ccoc2)[C@H]2CCC[C@H]2C1=O	-7%	7%	-16%	0%	-4%	2	-4%
CNC(=O)[C@H]1C[C@]2(CCCCNC2=O)N(C(=O)c2ccc3c(c2)OCCCO3)[C@H]1c1ccco1	?	nt	nt	nt	-13%	21	nt
Cc1ccc(S(=O)(=O)c2nnn3c2nc(N2CCOCC2)c2ccccc23)cc1	?	nt	8%	8%	i	-3	-2%
O=C(CN1C(=O)NC2(CCS(=O)(=O)CC2)C1=O)Nc1cccc(Cl)c1	-8%	-1%	-8%	6%	-1%	-9	-9%
c1csc(CN2Cc3[nH]cnc3C[C@H]2c2nc(-c3ccc4c(c3)OCO4)no2)c1	-24%[138 µM]	13%[172 µM]	-15%[87.6 µM]	4%[87.6 µM]	-23%[172 µM]	11	2%[88.5 µM]
CCOc1ccc(S(=O)(=O)N2CCc3nc4cc[nH]n4c(=O)c3C2)cc1	1%	0%	2%	13%	-3%	1	-6%
CCO[C@H]1C[C@@H](O)C12CCN(C(=O)c1cc(=O)[nH]c(=O)[nH]1)CC2	-14%	0%	0%	-5%	-3%	-5	i
Cc1ccc(OCc2nc3ccccc3n2CC(C)C)cc1	nt	nt	41%[activator]	-1%	nt	2	nt
C[S+](=O)([O-])NCCNC(=O)c1cccc(-c2ccc(C(F)(F)F)cc2)c1	?	nt	8%	4%[12.5 µM]	?	-17	i
Cc1ccccc1NC(=O)c1ccccc1NC(=O)c1ccccc1F	nt	nt	32%[activator]	9%	nt	45	nt
O=C(Nc1cccc2c1CCCC2)N1CCCC(OCc2cccnc2)C1 (configuration not stated)	-28%	-3%	-5%	-10%	-30%	-3	i
Cc1cccc(NC(=O)c2sc3nc(N4CCOCC4)c4c(c3c2N)CC(C)(C)OC4)c1	nt	nt	78%[activator]	-5%	nt	3	nt
Cc1ccc(C(=O)N[C@H]2CO[C@H]3[C@@H]2OC[C@@H]3n2nnnc2Oc2ccc(-n3ccnc3)cc2)cc1	-25%	11%	-21%	-4%	?	-5	i
O=S(=O)(c1cccc(C(F)(F)F)c1)N1CCC(Oc2ccc(-n3cnnn3)cc2)CC1	nt	nt	6%	-1%	nt	22	nt

15 entries from above, arranged by number of heavy atoms, ascending:
SMILES	NIH3T3 tox	FLuc inh	SNCA expr inhib	HEK293 viab	HEK293 tox	IP6K1 inhibitor	GPT2 inhibitor
CC1=C2C(=O)O[C@@H](c3ccoc3)[C@]2(C)CCC1	nt	nt	nt	-4%&-11%	nt	1&7	i
Cc1cc(C(=O)N[C@@H]2CN(S(C)(=O)=O)C[C@H]2CN(C)C)n[nH]1	-1%	7%	4%	-7%	0%	21	3%
CCO[C@H]1C[C@@H](O)C12CCN(C(=O)c1cc(=O)[nH]c(=O)[nH]1)CC2	-14%	0%	0%	-5%	-3%	-5	i
O=C(CN1C(=O)NC2(CCS(=O)(=O)CC2)C1=O)Nc1cccc(Cl)c1	-8%	-1%	-8%	6%	-1%	-9	-9%
CCOc1ccc(S(=O)(=O)N2CCc3nc4cc[nH]n4c(=O)c3C2)cc1	1%	0%	2%	13%	-3%	1	-6%
O=C(Nc1cccc2c1CCCC2)N1CCCC(OCc2cccnc2)C1 (configuration not stated)	-28%	-3%	-5%	-10%	-30%	-3	i
Cc1ccc2oc(=O)c3cc(C(=O)N(Cc4ccccc4)C(C)C)sc3c2c1	nt	nt	-1%	-5%	nt	10	nt
Cc1ccccc1C(=O)N1CCC2(CC1)CC(c1cccc(C(F)(F)F)c1)=NO2	?	nt	nt	nt	32µM*	5	nt
CCSc1ncc(Cl)c(C(=O)Nc2ccc(S(=O)(=O)Nc3nccc(C)n3)cc2)n1	nt	nt	0%	-10%	nt	-14	nt
O=S(=O)(c1cccc(C(F)(F)F)c1)N1CCC(Oc2ccc(-n3cnnn3)cc2)CC1	nt	nt	6%	-1%	nt	22	nt
Cc1cccc(NC(=O)c2sc3nc(N4CCOCC4)c4c(c3c2N)CC(C)(C)OC4)c1	nt	nt	78%[activator]	-5%	nt	3	nt
Cc1cccn2c(=O)c3cc(C(=O)NCc4ccccc4)c(=N)n(CCOCCO)c3nc12	nt	nt	2%	?	nt	7	nt
CNC(=O)[C@H]1C[C@]2(CCCCNC2=O)N(C(=O)c2ccc3c(c2)OCCCO3)[C@H]1c1ccco1	?	nt	nt	nt	-13%	21	nt
Cc1ccc(C(=O)N[C@H]2CO[C@H]3[C@@H]2OC[C@@H]3n2nnnc2Oc2ccc(-n3ccnc3)cc2)cc1	-25%	11%	-21%	-4%	?	-5	i
Cc1ccc(C)c(CN2C(=O)c3ccccc3S(=O)c3ccc(C(=O)NCc4ccccc4Cl)cc32)c1 (configuration not stated)	nt	nt	-18%	8%	nt	44	nt

(cont.)
SMILES	NIH3T3 tox	FLuc inh	SNCA expr inhib	HEK293 viab	HEK293 tox	IP6K1 inhibitor	GPT2 inhibitor
COc1ccc(-c2nc(C3CC3)nc3c2CN(C(=O)c2ccccc2OC)CC3)cc1	?	nt	7%	-14%	-13%	-11	i
COCCNC(=O)[C@@H]1C[C@H](Oc2ccccc2)CN1C(=O)CCc1ccccc1	i	1%	6%	2%	i	3	-6%
CCN(CCS(=O)(=O)c1ccc(C)cc1)C(=O)c1csc(C(C)=O)c1	3%	13%	15%	-1%	2%	-11	1%
O=C(O)COc1ccccc1CN1CCN(Cc2cccs2)CC1	4%	11%	5%	7%	i	2	5%
CC(C)C(=O)NCCNC(=O)c1ccc(-c2cncnc2)cc1	-19%[138 µM]	nt	nt	nt	2%[172 µM]	-6	nt
Cc1nc2c(c(-c3ccc(O)cc3)n1)CN(CCC(C)C)CCC2	?	3%[172 µM]	17%[87.6 µM]	12%[87.6 µM]	-20%[172 µM]	3	i
CCCS(=O)(=O)N1CCC2(CC1)CC2c1noc(C)n1 (configuration not stated)	?	nt	52%[activator]	-19%	?	-2	i
CN(C)C[C@@H]1CN(Cc2ccccc2)C[C@H]1NC(=O)C1CCOCC1	3%	6%	-1%	6%	1%	-7	i
O=C(NC1CCN(c2cc(C(F)(F)F)ncn2)CC1)c1ccc(F)cc1Cl	-13%	3%	-22%	-8%	-8%	5	i
COc1cccc(CC(=O)N2CCC3(CC2)NC(=O)N(c2ccccc2)N3)c1	?	6%	-20%	-12%	?	2	?
COc1ccc(CNC(=O)CCc2nnc3n(C)c(=O)c4sccc4n23)cc1	nt	nt	22%	-9%	nt	5	nt
CC(=O)Nc1cccc(-n2cc3c(c2-c2ccccc2Cl)c(=O)n(C)c(=O)n3C)c1	nt	nt	26%	-23%	nt	10	nt
COCCNC(=O)[C@@H]1C[C@H](Oc2cccnc2)CN1S(=O)(=O)c1cccc(OC)c1	-16%	3%	-1%	-4%	?	1	0%
O=c1[nH]c(N2CCOCC2)nc2c1CCN(Cc1ccc(Br)cc1)CC2	-5%	11%	0%	0%	7%	0	i
COc1cc2nc(Nc3ccc(F)cc3)nc(N)c2cc1OC	nt	nt	14%	-19%	nt	6	nt
Cc1noc(C)c1CC(=O)N1CC(=O)N(C2CCCCC2)CC(OCc2ccccc2)C1 (configuration not stated)	0%	-6%	28%	1%	?	16	-12%
O=C(c1ccccc1)N1CCCC(C(=O)N2CCC(N3CCCC3=O)CC2)C1 (configuration not stated)	-3%	nt	-2%	13%	0%	4	?
C=CCN(C)CC[C@@H]1CC[C@H](O)[C@@H](C(=O)NC2CC2)O1	i	2%[230 µM]	11%[87.6 µM]	2%[87.6 µM]	i	-4	-3%[88.5 µM]
Cc1nnc2ccc(N3CCCC(NC(=O)c4ccccc4)C3)nn12 (configuration not stated)	-13%[138 µM]	nt	nt	nt	-5%[172 µM]	-7	nt
Cc1cccc(NC(=O)Cn2c(=O)n(Cc3ccc(C(=O)NCc4ccc5c(c4)OCO5)cc3)c(=O)c3ccccc32)c1	nt	nt	15%	-2%	nt	-10	nt
CC(C)c1ccc(Nc2nc3c(S(=O)(=O)c4ccc(Br)cc4)nnn3c3ccsc23)cc1	nt	nt	56%[activator]	1%	nt	-1	nt
COc1ccccc1C(=O)N1CCCCCC1c1nc(C)no1 (configuration not stated)	-28%	0%	6%	5%	-6%	8	i
CNC(=O)[C@@H]1C[C@H](Oc2cccnc2)CN1C(=O)Cc1ccccc1	i	5%	1%	-6%	i	0	i
Cc1ccc(-c2cc(-c3ccc(=O)[nH]c3)c3cncn3c2)cn1	?	5%[172 µM]	-21%[87.6 µM]	-1%[87.6 µM]	-8%[172 µM]	-12	-18%[88.5 µM]
O=C(O)c1cccc(C2CCCN(C(=O)CCn3nnc4ccccc43)C2)c1 (configuration not stated)	-7%	9%	14%	6%	3%	-9	i[11.5 µM]
COc1cc(-c2ccnc3nc(Cc4cc(F)cc(F)c4)nn23)cc(OC)c1OC	?	-3%	18%	-6%	?	-3	-29%
CCc1ccc2oc(C(=O)Nc3cc(C)ccc3C)cc(=O)c2c1	nt	nt	98%[activator]	-2%	nt	-15	nt
